CRFBP-R2 block: CRF-BP/CRF-R2 complex antagonism | AID 588475 | hit rate 0.59% among 350,000 | inhibition, % at 11.8 µM | HEK293 CRF-R2/CRF-BP, CRF-induced calcium fluorescence;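 active means inhibition of the ligand-induced calcium signal above about 50% at the single tested concentration, limit read from the data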
IDE cell inh: cellular human IDE inhibition; AID 434962; inhibition, % at 5.59 µM; HEK cells, FAbetaB cleavage, fluorescence polarization; P14735; hit rate 0.41% among 320,000;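 active means percent inhibition above the average of all tested compounds plus 3 SD, set per screening campaign, cut at about 16% in these data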;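 further: IDE supplied by intact live HEK cells; FP after avidin binding of uncleaved biotin substrate so inhibition keeps polarization high; 0% = DMSO wells and 100% = 60 µM reference IDE inhibitor Ii1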
Target sequence (P14735 whole entry, looked up): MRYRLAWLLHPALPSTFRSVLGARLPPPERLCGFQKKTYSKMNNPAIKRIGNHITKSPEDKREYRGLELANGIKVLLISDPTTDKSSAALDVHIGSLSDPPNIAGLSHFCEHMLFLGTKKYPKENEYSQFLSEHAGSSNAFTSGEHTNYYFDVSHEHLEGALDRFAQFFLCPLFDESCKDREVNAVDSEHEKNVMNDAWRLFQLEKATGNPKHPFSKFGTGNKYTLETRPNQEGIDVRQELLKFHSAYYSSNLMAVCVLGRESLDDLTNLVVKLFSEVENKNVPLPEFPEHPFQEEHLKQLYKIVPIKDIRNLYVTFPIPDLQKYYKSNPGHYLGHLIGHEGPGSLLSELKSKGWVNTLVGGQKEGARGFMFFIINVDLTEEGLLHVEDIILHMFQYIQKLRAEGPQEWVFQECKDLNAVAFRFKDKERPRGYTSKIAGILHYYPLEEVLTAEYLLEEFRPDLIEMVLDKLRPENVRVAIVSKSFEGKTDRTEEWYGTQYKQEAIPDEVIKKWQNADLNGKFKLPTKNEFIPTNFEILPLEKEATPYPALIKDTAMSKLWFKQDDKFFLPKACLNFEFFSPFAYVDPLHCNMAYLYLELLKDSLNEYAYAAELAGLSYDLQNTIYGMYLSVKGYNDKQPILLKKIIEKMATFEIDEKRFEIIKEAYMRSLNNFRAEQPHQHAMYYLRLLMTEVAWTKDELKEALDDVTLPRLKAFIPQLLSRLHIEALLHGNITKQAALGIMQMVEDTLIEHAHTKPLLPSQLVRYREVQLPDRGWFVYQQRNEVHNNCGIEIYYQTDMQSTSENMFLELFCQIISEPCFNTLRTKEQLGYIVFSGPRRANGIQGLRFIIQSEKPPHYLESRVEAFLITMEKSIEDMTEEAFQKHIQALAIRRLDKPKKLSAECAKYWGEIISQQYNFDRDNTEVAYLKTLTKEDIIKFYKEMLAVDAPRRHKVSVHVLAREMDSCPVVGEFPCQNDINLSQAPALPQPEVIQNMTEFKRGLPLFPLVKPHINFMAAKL
CHRM5 antagonist: antagonists of human muscarinic M5 receptor (CHRM5) | CHO-hM5 cells, Fluo-8 calcium fluorescence, ACh EC80 | hit rate 0.59% among 360,000 | AID 624040 | inhibition, % at 3 µM;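 active means inhibition above a per-plate cutoff, the mean of that plate's test compounds plus 3 SD, cut at about 27% in these data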;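 further: 0% = acetylcholine EC80 with DMSO and 100% = DMSO without agonist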
M5 ag: CHRM5 agonism in calcium assay. AID 624037. activation, % at 3 µM. CHO-K1 hM5 cells, Fluo-8 calcium fluorescence; 0% DMSO wells, 100% maximal acetylcholine response. hit rate 0.19% among 360,000;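 active means activation above the run's mean over test compounds plus 3 SD, cut at about 23% in these data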;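 further: signal is peak over basal fluorescence ratio across the kinetic read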
M5 PAM: positive allosteric modulators of human muscarinic M5 receptor | P08912 | CHO-K1 hM5, Fluo-8 calcium, ACh EC20 PAM; 0% = ACh EC20, 100% = ACh EC100 | activation, % at 3 µM | hit rate 0.3% among 360,000 | AID 624038;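 active means activation above the run cutoff, the mean activation of all test compounds plus 3 SD, cut at about 18% in these data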
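System – CHO-K1 hM5 cells · Compound – 3 µM, single dose · Incubation – compound preincubation 140 s before EC20 acetylcholine addition · Technique – Fluo-8 calcium fluorescence · Measure – Max/basal fluorescence ratio as % of EC20–EC100 ACh window · Benchmarks – low control EC20 acetylcholine (0%), high control EC100 acetylcholine (100%) · Replication – singlicate, one well per test compound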
M4 antag: CHRM4 antagonism in calcium assay | P08173 | AID 624125 | inhibition, % at 3 µM | hit rate 0.73% among 360,000 | CHO-hM4 cells, ACh EC80, Fluo-8 calcium fluorescence;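 active means inhibition above its plate's cutoff, the mean inhibition of sample wells plus 3 SD, cut at about 27% in these data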;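 further: 0% = acetylcholine EC80 with DMSO and 100% = DMSO without agonist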
M4 ag: agonists of human muscarinic M4 receptor (CHRM4); hit rate 0.14% among 360,000; P08173; CHO-K1 hM4/Gqi5, Fluo-8 calcium fluorescence; vehicle 0%, full acetylcholine response 100%; activation, % at 3 µM; AID 624127;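 active means activation above the run mean over all test wells plus 3 SD, cut at about 32% in these data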;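 further: peak over basal fluorescence ratio per well then scaled between controls; 0% = DMSO wells and 100% = acetylcholine at EC100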
CRFBP-R2 agonist: CRF-BP/CRF-R2 complex agonism. activation, % at 13.2 µM. hit rate 0.46% among 350,000. HEK293 CRF-R2/CRF-BP, calcium dye fluorescence (FLIPR); percent of saturating CRF peptide response. AID 588473;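 active means activation of at least 50%, plus an integration ratio under a set limit after plate pattern correction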;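 further: plate controls were neutral control wells without compound for no effect and CRF at EC100 for full effect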
M4 PAM: CHRM4 positive allosteric modulation; CHO-K1 hM4/Gqi5, Fluo-8 calcium fluorescence, ACh EC20; 0% = ACh EC20, 100% = maximal ACh; hit rate 0.4% among 360,000; P08173; activation, % at 3 µM;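 active means activation above its plate's cutoff, the mean activation of sample wells plus 3 SD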; further: some results filed as inactive read as strong as hits
The depositor's hits bear a star; x = not tested or not shown.

SMILES	CRFBP-R2 block	IDE cell inh	CHRM5 antagonist	M5 ag	M5 PAM	M4 antag	M4 ag	CRFBP-R2 agonist	M4 PAM
O=C(O)c1ccc(S(=O)(=O)NCc2ccc3c(c2)OCO3)cc1	5.8	-2.2	9.4	-2.7	0.0	9.3	0.0	1.9	-3.8
CON/C=C(\C=Nc1ccccc1)c1ncc(C(F)(F)F)cc1Cl	-11.6	-3.2	-1.1	0.6	-1.4	-1.8	-1.4	-1.7	3.7
COc1ccc(Cc2nc3ccc(S(=O)(=O)N4CCOCC4)cc3[nH]2)cc1	2.7	-0.2	6.0	0.7	-6.7	8.4	0.4	-2.0	-3.6
O=C(COC(=O)c1nn(-c2ccccc2)c(=O)c2ccccc12)NC1CCS(=O)(=O)C1 (configuration not stated)	1.7	4.3	-1.6	-3.1	-7.1	-2.6	0.3	0.5	12.7
CC(NC(=O)C(=O)N/N=C\c1ccc([N+](=O)[O-])cc1)c1ccccc1 (configuration not stated)	8.5	4.0	-7.4	-2.2	0.8	-7.7	0.8	-0.4	-4.3
COc1ccc(C(C(=O)NCCC(C)C)N(CCO)C(=O)c2snc(C(N)=O)c2N)cc1 (configuration not stated)	10.8	7.8	8.7	1.3	-1.4	6.5	0.2	4.7	-1.3
Cc1ccccc1CC1(CO)CCCN(Cc2c(C)nn(C)c2Cl)C1 (configuration not stated)	-6.4	3.8	-14.0	-3.7	-2.4	-8.1	2.9	-0.4	0.7
O=C(CN(C(=O)CSc1nnc(COc2ccccc2)o1)c1ccc(F)cc1)NC1CCCC1	-11.8	6.5	-5.6	1.1	5.0	5.5	-0.3	-1.3	-1.2
O=C(O)CCC(=O)NCC(=O)c1ccc(F)cc1	2.6	5.2	6.0	-0.7	-9.5	3.1	-0.3	-0.4	-0.9
CN1CCN(C(=O)C2CCCCC2C(=O)O)CC1 (configuration not stated)	-11.0	5.0	7.3	1.0	0.9	-7.8	0.4	3.4	9.5
CCCNC(=O)CSc1n[nH]c(=O)n1CCc1ccccc1	1.4	-4.0	4.8	-2.8	-1.1	-12.0	0.6	1.0	4.6
O=C(O)CN1C(=O)/C(=C\c2cccc(OCc3ccccc3)c2)SC1=S	25.8	1.3	11.5	-4.4	2.3	-2.9	0.1	-0.5	4.0
O=C1NCC(COCc2ccco2)O1 (configuration not stated)	27.7	-0.1	12.6	1.4	-4.9	-7.2	-0.2	-0.8	2.7
N#Cc1ccccc1NC(=O)c1cc(=O)c2ccccc2o1	-1.6	-3.9	13.1	1.7	0.4	8.2	0.7	0.1	-8.7
CCOC(=O)c1cnc(SCc2ccc(C)cc2)nc1N	13.7	-4.0	-4.3	-6.2	-0.8	0.7	-1.2	1.3	11.1
CN(C)C(=S)NC(=O)C(c1ccccc1)c1ccccc1	-18.9	-1.6	-3.8	0.1	-10.0	0.5	2.0	1.7	0.7
O=C(/C=C/c1cnc2ccccc2n1)NC1CCCCCC1	-14.3	6.7	6.1	5.7	-8.4	2.5	2.4	1.2	-6.5
O=C1CC2C(=O)NCCN2C(=NC(=O)c2ccccc2)N1 (configuration not stated)	-3.1	5.9	8.5	-2.2	1.9	-3.3	4.8	-0.6	5.8
O=P(c1ccccc1)(c1ccccc1)N(c1ccccc1)c1ccccc1	5.9	6.5	-1.9	-3.7	-2.4	-3.2	-2.6	0.6	-7.4
CCn1c(=O)c(C(=O)CN(C)CC(=O)Nc2ccccc2Br)c(N)n(Cc2ccccc2)c1=O	26.4	x	2.1	-3.6	-0.2	0.3	1.8	2.4	-2.3
CN(C)CC/C=C1\c2cc(Cl)ccc2Sc2cc(F)c(F)cc21	-41.2	1.6	99.2*	-19.9	-35.9	98.2*	5.6	6.4	-56.3
Cc1ccc(Nc2nnc(-c3ccncc3)s2)c(Br)c1	6.4	15.9	1.7	-2.5	-2.2	-6.8	1.0	-1.4	8.8
COc1ccc(OC)c(NC(=O)c2ccc(S(=O)(=O)N3CCOCC3)cc2)c1	4.8	-4.9	11.4	-1.9	-1.9	-0.8	0.8	-0.3	-4.8
COc1ccc(S(=O)(=O)N2CCOCC2)cc1C(=O)N(C)Cc1ccco1	6.9	-5.6	5.5	2.2	1.2	8.2	1.5	-0.7	6.1
COc1ccc(CCNC(=O)c2ccc(NC(=O)CC3SC(N4CCCCC4)=NC3=O)cc2)cc1OC (configuration not stated)	-4.6	x	16.4	1.7	-12.3	8.0	0.0	0.2	1.2

(continued)
SMILES	CRFBP-R2 block	IDE cell inh	CHRM5 antagonist	M5 ag	M5 PAM	M4 antag	M4 ag	CRFBP-R2 agonist	M4 PAM
CC(C)CN1C(=O)C(=O)N(CC(=O)N(C)CC(=O)Nc2ccc(Cl)c(C(F)(F)F)c2)C1=O	-2.0	2.0	19.5	2.6	-2.7	5.2	3.3	0.8	8.3
O=C(OCC(=O)N1CCN(c2ccccc2)CC1)c1ccccn1	53.1*	4.7	10.5	-4.8	-7.3	-1.1	1.1	0.7	2.2
COc1ccc(/C=C/C(=O)O)cc1COc1ccccc1C	14.8	4.4	6.4	-1.5	-5.5	4.5	-0.3	-3.6	-5.1
CN(C)c1ncnc2c1nnn2C1OC(CO)C(O)C1O (configuration not stated)	-12.9	x	3.1	-1.0	0.3	-14.5	0.4	7.0	11.1
CCCCn1c(SCC(=O)/C(C#N)=C(\C)N)nc2ccccc2c1=O	-2.0	2.1	12.5	-3.5	-10.3	1.2	1.2	-1.1	-4.8
COc1ccc(S(=O)(=O)N2CCN(C(=O)[C@@H]3CCC(=O)N3C3OC(=O)c4ccccc43)CC2)cc1 (some centres not stated)	-1.1	0.1	-1.1	-1.4	-2.8	3.1	0.2	-0.6	5.6
O=C(CSCc1nc2scc(-c3cccs3)c2c(=O)[nH]1)Nc1ccccn1	19.2	5.1	9.3	-0.6	-4.7	14.0	2.0	-11.3	-10.8
Cc1nn(C)c(C)c1/C=N/O	4.2	-1.1	0.7	0.0	-3.8	0.9	0.0	-0.5	0.7
COc1ccc(N2CC(C(=O)OC(C)C(=O)c3ccccc3)CC2=O)cc1 (configuration not stated)	16.2	6.0	-1.0	-3.8	-3.6	2.2	1.2	-3.4	-1.9
CCCC1C2C(=O)N(c3ccccc3OCC)C(=O)C2ON1c1ccccc1 (configuration not stated)	-13.2	-2.9	5.4	-2.2	-8.4	-5.6	7.6	9.7	-1.5
CN1CCC(N(C)C(=O)/C(C#N)=C/c2ccc(OC(F)F)cc2)CC1	5.5	x	0.4	2.1	10.2	-1.7	1.2	4.2	8.3
CCOC(=O)C1CCN(c2c(Nc3cc(C)cc(C)c3)c(=O)c2=O)CC1	4.5	4.5	0.1	-5.4	-5.1	8.4	0.8	-1.0	-9.9
CC1CCC(NC(=O)COC(=O)CSc2ccc(C(N)=O)cc2[N+](=O)[O-])CC1 (configuration not stated)	4.2	1.6	4.6	-2.3	2.8	-9.4	1.3	-1.4	7.2
COC(=O)C1=C(C)N(CC2CCCO2)C(=O)C1 (configuration not stated)	1.2	8.7	-9.5	1.3	0.5	-2.1	1.3	0.2	12.5
COCCNC(=S)N1CCN(c2nc(-c3ccc(Cl)cc3)cs2)CC1	29.1	17.1*	2.3	8.3	1.7	-3.9	5.4	-1.4	-11.0
c1ccc(Oc2cccc(Oc3ccccc3)n2)cc1	4.3	-0.8	1.6	0.1	1.2	5.3	-2.0	1.3	-2.1
CCOc1ccc(C(=O)C[n+]2cccc3cc(C)ccc32)cc1	-6.2	-0.9	13.4	-8.6	-1.8	6.6	0.7	11.5	-11.7
O=C(/C=C/c1ccco1)Oc1cc(Br)cc(/C=N/NC(=O)c2ccccc2O)c1	13.6	5.0	-6.2	5.1	-11.6	4.4	3.8	7.8	-1.1
COc1cc(O)c2c(=O)c3c(O)ccc(O)c3oc2c1	-8.8	2.5	9.6	1.9	1.8	-7.4	1.7	-0.8	9.7
Cc1ccc(C)c2[nH]c(=O)c(CCNC(=O)C(C)(C)C)cc12	5.2	3.1	-8.0	-0.5	1.9	-32.5	1.7	-0.5	17.1
COc1ccc(C(=O)Nc2nnc(Cc3ccc(OC)c(OC)c3)s2)c(OC)c1	9.4	1.6	-0.2	1.4	-2.6	-8.1	3.5	-0.3	-2.2
S=C(Nc1cccc(Cl)c1)Nc1cccc2cnccc12	0.0	-0.9	9.3	-1.0	-11.8	19.5	2.6	2.4	-14.1
O=Cc1cccc(OCc2cn(CC(=O)c3ccc(O)cc3)nn2)c1	6.3	x	8.7	0.8	1.5	1.6	1.0	-1.9	-0.3
Cc1ccccc1CN(c1ccc(C(=O)NCc2cccnc2)cc1)S(C)(=O)=O	2.6	5.0	10.4	0.9	6.2	1.0	3.1	0.7	0.8
OCCNc1nc(Nc2ccc(Cl)c(Cl)c2)nc2ccccc12	-15.9	-0.1	2.2	3.7	1.8	2.4	6.1	-0.4	-2.7

The listing continues:
SMILES	CRFBP-R2 block	IDE cell inh	CHRM5 antagonist	M5 ag	M5 PAM	M4 antag	M4 ag	CRFBP-R2 agonist	M4 PAM
O=S(=O)(Nc1ccc(N2CCOCC2)cc1)c1cc(Cl)ccc1Cl	-17.6	0.7	12.3	3.2	18.1*	-8.0	5.7	2.0	1.2
NS(=O)(=O)c1ccc(NC(=S)Nc2ccc(C(=O)N3CCCCC3)cc2)cc1	6.3	5.6	10.2	-5.0	-6.9	-0.6	0.8	-0.7	-0.2
Cc1ccc(S(=O)(=O)NN2CCCCCC2)cc1	-28.4	x	17.4	-4.0	-3.5	0.9	0.5	-1.6	-5.1
CCC(C(=O)NC1CCCCCC1)n1nc(C)c2c(C)n(-c3ccccc3)nc2c1=O (configuration not stated)	10.7	-6.5	5.2	-3.0	0.2	6.1	-2.3	-0.6	-5.8
O=C(CN1CCN(CCOCCO)CC1)N1c2ccccc2Sc2ccc(Cl)cc21	-36.3	4.7	2.1	-13.5	-32.8	34.1*	1.4	3.5	-16.5
Fc1ccccc1C1c2[nH]c3ccccc3c2CCN1CCCn1cccn1 (configuration not stated)	10.1	2.5	7.2	-12.3	-5.4	14.6	0.8	-0.2	-23.1
O=C1NCC(O)=C1C=NCCO	-9.6	-5.8	4.3	2.4	0.1	7.9	0.3	1.8	16.6
Cc1oc(-c2cccs2)nc1CS(=O)CC(=O)NCc1ccc2c(c1)OCO2 (configuration not stated)	-1.0	-1.4	12.8	-3.1	1.9	-4.6	-0.2	-2.0	6.5
COC(=O)[C@@]12C[C@@H](CC(=O)NCc3cccs3)C(=O)N(Cc3ccco3)C1=CCC(C)(C)C2	x	x	-6.0	-2.0	-0.5	-11.9	4.4	x	8.8

Part of the list above in order of molar mass, high to low:
SMILES	CRFBP-R2 block	IDE cell inh	CHRM5 antagonist	M5 ag	M5 PAM	M4 antag	M4 ag	CRFBP-R2 agonist	M4 PAM
NS(=O)(=O)c1ccc(NC(=S)Nc2ccc(C(=O)N3CCCCC3)cc2)cc1	6.3	5.6	10.2	-5.0	-6.9	-0.6	0.8	-0.7	-0.2
Cc1oc(-c2cccs2)nc1CS(=O)CC(=O)NCc1ccc2c(c1)OCO2 (configuration not stated)	-1.0	-1.4	12.8	-3.1	1.9	-4.6	-0.2	-2.0	6.5
O=S(=O)(Nc1ccc(N2CCOCC2)cc1)c1cc(Cl)ccc1Cl	-17.6	0.7	12.3	3.2	18.1*	-8.0	5.7	2.0	1.2
Fc1ccccc1C1c2[nH]c3ccccc3c2CCN1CCCn1cccn1 (configuration not stated)	10.1	2.5	7.2	-12.3	-5.4	14.6	0.8	-0.2	-23.1
Cc1ccc(S(=O)(=O)NN2CCCCCC2)cc1	-28.4	x	17.4	-4.0	-3.5	0.9	0.5	-1.6	-5.1
